LEDGF integ inh = blocks HIV-1 LEDGF/p75-dependent DNA integration; TR-FRET IN-LEDGF/p75 DNA integration, Eu/Cy5; inhibition, % at 3.7 µM; hit rate 0.64% among 370,000; AID 743269;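 active = inhibition above the screen-wide mean plus 3 SD, cut at about 13% in these data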;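 note: signal is the Cy5 over europium emission ratio at 671 and 618 nm; 0% = plate median of compound wells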
TCR CD3 inh = inhibitors of human TCR-CD3 interaction | TAMRA-labeled TCR probe fluorescence, biochemical | inhibition, % at 9.4 µM | hit rate 0.37% among 360,000 | AID 651800; in the data active = inhibition above about 19%;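 note: recombinant mutant TCR 2C K166C tagged with TAMRA read by polarization; 0% = receptor in buffer alone and 100% = receptor with positive control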
SIAE primary = human SIAE inhibition, primary screen; Q9HAT2; SIAE FP-Rh probe binding, fluorescence polarization; inhibition, % at 9.66 µM; hit rate 0.69% among 370,000; AID 1053197;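 active = inhibition above a cutoff: mean of compounds within the control limits plus 3 SD of those, cut at about 17% in these data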;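 note: 0% = plate median of compound wells and 100% = probe without SIAE protein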
Target sequence (Q9HAT2 whole entry, looked up): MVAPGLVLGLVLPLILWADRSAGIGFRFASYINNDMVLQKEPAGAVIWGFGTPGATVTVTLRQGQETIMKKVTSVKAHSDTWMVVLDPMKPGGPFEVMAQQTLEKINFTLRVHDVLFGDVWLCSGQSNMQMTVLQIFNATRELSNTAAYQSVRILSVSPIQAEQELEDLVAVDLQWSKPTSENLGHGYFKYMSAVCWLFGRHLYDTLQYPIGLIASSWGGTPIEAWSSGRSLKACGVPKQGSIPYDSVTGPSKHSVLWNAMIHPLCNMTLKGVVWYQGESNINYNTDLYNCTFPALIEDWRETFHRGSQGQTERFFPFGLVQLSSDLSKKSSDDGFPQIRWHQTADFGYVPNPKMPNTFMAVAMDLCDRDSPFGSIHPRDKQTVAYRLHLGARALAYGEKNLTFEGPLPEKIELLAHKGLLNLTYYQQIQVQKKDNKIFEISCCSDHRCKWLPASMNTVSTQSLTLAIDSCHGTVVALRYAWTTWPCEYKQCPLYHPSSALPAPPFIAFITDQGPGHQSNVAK
proKLK7 act = proKLK7 (human) activation, primary screen; activation, % at 7 µM; purified proKLK7, EDANS-DABCYL substrate fluorescence; 100% is mature enzyme control, 0% vehicle; hit rate 0.9% among 370,000; AID 652039; P49862;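 active = activation above the mean of all tested compounds plus 3 SD, computed per campaign excluding outliers beyond control limits, cut at about 13% in these data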
Target sequence (P49862 whole entry, looked up): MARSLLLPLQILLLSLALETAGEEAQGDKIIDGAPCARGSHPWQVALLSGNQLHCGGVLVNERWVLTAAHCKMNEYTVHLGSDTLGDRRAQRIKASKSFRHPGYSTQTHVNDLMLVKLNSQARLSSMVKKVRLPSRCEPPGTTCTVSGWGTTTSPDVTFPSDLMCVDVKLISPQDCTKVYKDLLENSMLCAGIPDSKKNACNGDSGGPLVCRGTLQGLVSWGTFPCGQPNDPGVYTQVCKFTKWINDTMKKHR
Tn6 DDE FP = disrupts Tn6 cyclic peptide binding to fibrin D-Dimer-E complex; hit rate 0.21% among 370,000; AID 720509; Fibrin DD(E) TRITC-Tn6 fluorescence polarization displacement; inhibition, % at 8.3 µM;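 active = inhibition above a per-campaign cutoff: mean of compounds within control limits plus 3 SD, cut at about 15% in these data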;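 note: 0% = median of all compound wells on the plate and 100% = blocking peptide control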
UHRF1 binding = UHRF1 methyl-DNA binding inhibition; inhibition, % at 4.4 µM; Q96T88; AID 687016; hit rate 0.75% among 370,000; UHRF1 binding to methylated oligo, TR-FRET; in the data active = inhibition above about 21%;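 note: UHRF1 SRA domain binding a hemimethylated CpG hairpin DNA probe; 0% = median of test compound wells and 100% = reference inhibitor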
TDP2 inh = blocks human TDP2 phosphodiesterase activity; recombinant TDP2, T5PNP hydrolysis, p-nitrophenol absorbance 415 nm; inhibition, % at 12.8 µM; hit rate 0.34% among 370,000;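 active = inhibition above the mean of all tested compounds plus 3 SD, set per campaign, cut at about 25% in these data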;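 note: 0% = DMSO with enzyme and 100% = buffer with substrate but no TDP2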
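Read-out basis: percent inhibition. System: recombinant human TDP2. Buffer or medium: Mg2+-containing Tris-HCl buffer, pH 7.5. Repeats: single replicate. Timing: reaction 2 h, 37 °C. Benchmarks: high control without enzyme, low control DMSO plus TDP2. Probe or stimulus: 5 mM T5PNP. Doses: 12.8 µM only. Measured by: epi absorbance of p-nitrophenol freed from T5PNP by hydrolysis.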
MBD2 DNA inh = inhibitors of human MBD2 binding to methylated oligonucleotide; AID 686964; Q9UBB5; inhibition, % at 4.4 µM; TR-FRET; hit rate 0.31% among 370,000; in the data active = inhibition above about 13%
PRMT1 inh = inhibitors of human PRMT1. hit rate 1.3% among 370,000. Q99873. recombinant PRMT1, activity-based probe fluorescence polarization. inhibition, % at 2.79 µM. AID 652257;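 active = inhibition above about 21% made by adding two undisclosed values, limit read from the data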
Tn7 DDE FP = DD(E)-Tn7 binding inhibition, primary FP screen; FP displacement of FITC-Tn7 peptide from fibrin DD(E); 0% = median of compound wells per plate; P02675; inhibition, % at 8.3 µM; hit rate 0.13% among 370,000;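 active = inhibition above the mean of compounds falling within the control limits plus 3 SD of them, cut at about 14% in these data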;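 note: 0% = plate median of compound wells and 100% = 10 µM Aha-Tn7 peptide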
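System: human fibrin DD(E); quantity: Fibrin-DD(E) at 2 µM final; also added: fluorescent Tn7 probe at 0.1 µM; compound dosing: single nominal test concentration of 8.3 µM per compound; schedule: 10 min preincubation, 3 h with tracer, room temperature; detection: fluorescence polarization of the labelled Tn7 tracer; repeats: one replicate per compound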
An asterisk follows results filed as active. Outcome played no part in choosing rows; overall some 4.6% were active at least once.

Labels used below: A = LEDGF integ inh; B = TCR CD3 inh; C = SIAE primary; D = proKLK7 act; E = Tn6 DDE FP; F = UHRF1 binding; G = TDP2 inh; H = MBD2 DNA inh; I = PRMT1 inh; J = Tn7 DDE FP
Cc1cc(C)c2[nH]c(O)c(N=Nc3ccc(C(=O)O)cc3)c2c1
  A: -4.5	B: -1.9	C: -4.7	D: 0.5	E: 4.1	F: 0.4	G: 6.4	H: 3.1	I: 0.0	J: 5.8

Oc1cc(NCc2cccnc2)ccc1-c1nc2ccccc2o1
  A: -0.7	B: 1.2	C: 1.4	D: -84.0	E: -1.8	F: -1.5	G: 0.7	H: -3.2	I: -3.3	J: 2.4

COc1ccc(OC)c(-c2nnc(SCC(=O)NC3CCCCC3)o2)c1
  A: 0.8	B: 6.3	C: 11.4	D: -0.4	E: -3.8	F: 0.6	G: 1.9	H: 1.1	I: -2.6	J: -7.6

O=C(c1cc2cc3ccc(Cl)cc3nc2o1)N1CCN(Cc2ccc3c(c2)OCO3)CC1
  A: -0.5	B: 0.6	C: -6.2	D: 0.0	E: 0.7	F: 1.9	G: -1.8	H: 3.6	I: 2.6	J: -1.3

CN(C(=O)CSc1nnnn1-c1ccc(Cl)cc1)C1CCS(=O)(=O)C1 (stereo not given)
  A: -0.1	B: 4.4	C: 4.8	D: -0.2	E: 12.1	F: 0.1	G: 6.4	H: 2.0	I: -1.6	J: 4.4

CCCC(=O)Nc1cccc2c1CCCC2
  A: -6.5	B: -3.4	C: -4.0	D: -0.7	E: 1.9	F: -3.0	G: -2.7	H: 3.4	I: -1.2	J: 2.1

C#CCN1CC(COCCCC)Oc2cccc(F)c2S1(=O)=O (stereo not given)
  A: 2.2	B: -1.3	C: -4.2	D: 0.1	E: -9.6	F: 1.9	G: -1.0	H: -3.9	I: 0.2	J: -0.8

CCc1nc(SCC(=O)Nc2nnc(CC)s2)c2c(=O)n(C)c(=O)n(C)c2n1
  A: -2.9	B: 0.4	C: 13.7	D: 0.2	E: -2.4	F: 0.8	G: -0.2	H: -3.4	I: 1.0	J: 4.8

CCCCC(C(=O)NC1CCCC1)N(Cc1ccco1)C(=O)Cn1nnc(-c2ccc(F)cc2)n1 (stereo not given)
  A: 0.5	B: 0.1	C: -11.1	D: -0.3	E: 2.0	F: -0.2	G: -8.3	H: 1.1	I: -2.0	J: 5.2

O=C(CN1CCN(c2ccc([N+](=O)[O-])cc2Cl)CC1)N1CCOCC1
  A: 1.0	B: -2.4	C: 10.0	D: -0.2	E: 0.2	F: -1.4	G: -0.8	H: -3.0	I: -7.7	J: -1.5

O=C(CCCCCn1c(=O)[nH]c2ccsc2c1=O)NCc1ccc2c(c1)OCO2
  A: 1.0	B: 1.0	C: 0.9	D: -0.2	E: -5.2	F: 3.6	G: 6.5	H: -0.5	I: 0.6	J: 7.6

CCc1cccc(C)c1NC(=O)CCOc1ccccc1
  A: 0.9	B: 5.7	C: 4.3	D: -0.4	E: 2.0	F: 1.5	G: -0.1	H: -2.4	I: 2.1	J: 2.2

Cc1ccccc1N=C(c1ccccc1)C1C(=O)c2ccccc2C1=O
  A: -1.7	B: 5.5	C: -4.4	D: -0.6	E: -3.5	F: -3.8	G: -1.2	H: 2.9	I: 1.8	J: -2.3

COc1cc(S(=O)(=O)N2CCN=C2c2ccccc2)ccc1F
  A: -2.9	B: 2.0	C: 0.2	D: 0.2	E: 10.8	F: 1.9	G: 0.7	H: 2.7	I: -1.4	J: 3.1

COc1cccc(C(=O)Nc2ccc(-n3nncc3C(C)(C)C)cc2)c1
  A: 0.4	B: 6.4	C: -17.0	D: -0.2	E: -6.9	F: 1.8	G: -18.9	H: -0.1	I: -4.3	J: 0.2

Cc1ccc(Sc2ncccc2COC(=O)Nc2ccccc2)cc1
  A: 0.8	B: 2.9	C: -16.0	D: 0.9	E: -1.4	F: -0.7	G: -3.3	H: -0.4	I: -1.5	J: -2.9

COc1ccc(C(=O)NCc2nnc(SCC(=O)NCc3ccc(F)cc3)o2)cc1
  A: 1.1	B: -8.3	C: 3.3	D: 0.0	E: -5.5	F: -0.2	G: -2.0	H: 2.0	I: -3.1	J: 5.4

O=C(O)CN(c1ccccn1)S(=O)(=O)c1ccccc1
  A: -2.5	B: -1.8	C: -1.2	D: -0.3	E: 1.3	F: -0.9	G: -3.2	H: 0.2	I: 0.4	J: 2.2

COc1cc2[nH]c(=S)n(Cc3ccco3)c(=O)c2cc1OC
  A: 3.7	B: 1.0	C: -4.5	D: 0.4	E: -3.7	F: 2.4	G: -5.9	H: 0.6	I: 12.3	J: 2.1

Cc1ccc(OCC(=O)Nc2cccc(-c3nnc(-c4ccccc4)o3)c2)c(C)c1
  A: -0.1	B: 0.5	C: 7.2	D: 0.0	E: 3.0	F: -0.2	G: -4.4	H: -7.1	I: 1.8	J: 2.9

CC1=C(C(=O)N(C)C)CC(CC(=O)NCC2CCCCC2)C(=O)N1Cc1ccc(F)cc1 (stereo not given)
  A: -0.3	B: -3.2	C: -0.5	D: 0.6	E: -2.8	F: 10.4	G: 10.0	H: 5.8	I: -1.1	J: -3.4

Entries of single compounds as entered above:
Results for `Cc1ccc(Sc2ncccc2COC(=O)Nc2ccccc2)cc1` = LEDGF integ inh: 0.8; TCR CD3 inh: 2.9; SIAE primary: -16.0; proKLK7 act: 0.9; Tn6 DDE FP: -1.4; UHRF1 binding: -0.7; TDP2 inh: -3.3; MBD2 DNA inh: -0.4; PRMT1 inh: -1.5; Tn7 DDE FP: -2.9
Results for `COc1cccc(C(=O)Nc2ccc(-n3nncc3C(C)(C)C)cc2)c1` = LEDGF integ inh: 0.4; TCR CD3 inh: 6.4; SIAE primary: -17.0; proKLK7 act: -0.2; Tn6 DDE FP: -6.9; UHRF1 binding: 1.8; TDP2 inh: -18.9; MBD2 DNA inh: -0.1; PRMT1 inh: -4.3; Tn7 DDE FP: 0.2

A different layout for some results above.
CCc1nc(SCC(=O)Nc2nnc(CC)s2)c2c(=O)n(C)c(=O)n(C)c2n1
  LEDGF integ inh: -2.9 | TCR CD3 inh: 0.4 | SIAE primary: 13.7 | proKLK7 act: 0.2 | Tn6 DDE FP: -2.4 | UHRF1 binding: 0.8 | TDP2 inh: -0.2 | MBD2 DNA inh: -3.4 | PRMT1 inh: 1.0 | Tn7 DDE FP: 4.8

COc1cccc(C(=O)Nc2ccc(-n3nncc3C(C)(C)C)cc2)c1
  LEDGF integ inh: 0.4 | TCR CD3 inh: 6.4 | SIAE primary: -17.0 | proKLK7 act: -0.2 | Tn6 DDE FP: -6.9 | UHRF1 binding: 1.8 | TDP2 inh: -18.9 | MBD2 DNA inh: -0.1 | PRMT1 inh: -4.3 | Tn7 DDE FP: 0.2

Screening data: PubChem BioAssay, The Scripps Research Institute Molecular Screening Center
